hiPSC survival = enhancers of single-cell hiPSC survival, primary screen, ATPlite luminescence; 100% = ROCK inhibitor wells, 0% = DMSO; survival enhancement, % at 20 µM; 360,000 compounds, 0.044% hits; in the data active = survival enhancement above about 18%;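 also: cells exposed to compounds for 16 hours before the ATP read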
TWEAK Fn14 block = inhibitors of TWEAK-Fn14 signaling, primary screen, luciferase reporter cells, uHTS; TWEAK-stimulated Fn14 reporter cells, luciferase luminescence, 8 h; inhibition, % at 10 µM; 360,000 compounds, 2% hits; AID 1159606, 2016; in the data active = inhibition above about 50%
NR2E3 ag-1 = inhibitors of NR2E3-RetCOR corepressor binding, primary screen, NR2E3 agonist project, biochemical, TR-FRET, GST-NR2E3, biotin-RetCOR; Photoreceptor-specific nuclear receptor (Homo sapiens), Q9Y5X4; 1536-well; inhibition of corepressor binding, % at 4.78 µM; 320,000 compounds, 0.12% hits; AID 2300, 2010;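 active = percent inhibition above the cutoff of mean plus 3 SD of all tested compounds, set per screening campaign, cut at about 20% in these data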;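 also: 0% = DMSO wells and 100% = biotin wells as full block of FRET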
Target sequence (Q9Y5X4 whole entry, looked up): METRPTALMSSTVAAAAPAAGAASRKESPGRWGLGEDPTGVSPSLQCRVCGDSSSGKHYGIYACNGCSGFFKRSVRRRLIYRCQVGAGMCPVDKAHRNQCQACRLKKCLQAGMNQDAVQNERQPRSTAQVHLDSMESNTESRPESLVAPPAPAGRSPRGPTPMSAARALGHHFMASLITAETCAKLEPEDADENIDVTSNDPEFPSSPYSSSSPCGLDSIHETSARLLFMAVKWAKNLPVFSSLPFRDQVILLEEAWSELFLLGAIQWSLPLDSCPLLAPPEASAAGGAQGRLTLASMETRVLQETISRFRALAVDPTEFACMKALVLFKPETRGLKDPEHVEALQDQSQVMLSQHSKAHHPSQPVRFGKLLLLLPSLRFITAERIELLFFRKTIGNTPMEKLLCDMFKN
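System: GST-tagged NR2E3 plus biotinylated RetCOR corepressor; Buffer or medium: pH 7.5 Tris-based buffer; Probe or stimulus: RetCOR corepressor, biotinylated, 7 nM; Doses: compound at 4.8 µM, single dose; Schedule: 5 h incubation at 4 °C; Technique: time-resolved FRET; Evaluation: percent inhibition of TR-FRET ratio; Replication: one well per compound, singlicate testing.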
CF NFkB block = inhibitors of PAF-induced NF-kB signaling, primary screen, cell-based, GFP fluorescence, uHTS; KKLEB NF-kB-GFP reporter, GFP fluorescence overnight; inhibition, % at 5 µM; 360,000 compounds, 0.86% hits; AID 588850, 2011;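 active = at least 50% inhibition at 5 µM, scaled per plate between neutral and stimulator controls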;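 also: PAF is a Pseudomonas aeruginosa culture filtrate used as stimulus; plate controls were PAF-stimulated DMSO wells for no effect and unstimulated DMSO wells for full effect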
NR2E3 ag-2 = NR2E3 agonists in two-hybrid cells, primary screen, cell-based, luminescence, CHO-S, Gal4-NCOR/VP16-NR2E3; Photoreceptor-specific nuclear receptor (Homo sapiens), Q9Y5X4; luciferase; inhibition of corepressor binding, % at 3.98 µM; 360,000 compounds, 0.35% hits; AID 602229, 2012;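 active = inhibition above the mean of all tested compounds plus 3 SD, cut at about 70% in these data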;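 also: 0% = DMSO with NR2E3 transfected cells and 100% = cells lacking NR2E3 construct; higher means lower luciferase signal from less NR2E3 corepressor binding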
Shn3 inh set2 = reduction of Shn3 3'UTR firefly luciferase signal, primary screen, Schnurri-3 inhibitor project, cell-based, Clone20 osteoblasts, set 2; Clone20 osteoblast Shn3 3'UTR firefly luciferase, 24 h; inhibition, % at 12.5 µM; 360,000 compounds, 0.52% hits;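 active = mean inhibition of at least 75% with every replicate also reaching 75%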;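 also: 0% = median of neutral control wells and 100% = pilot-screen positive control compound; some compounds past the cut are filed as inactive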
HIF-2a block = HIF-2a reporter inhibitors, primary screen, luminescence, 786-0 RCC cells | 360,000 compounds, 0.72% hits | 786-0 RCC cells HIF-2a reporter, luciferase luminescence, overnight | inhibition, % at 18.8 µM;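 active = inhibition of the luminescence signal of 40% or more relative to plate controls, in a single-dose primary screen at 18.75 µM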
aDG glyco up = activators of alpha-DG glycosylation, primary screen, uHTS, Pro5-aDG cells, AlphaScreen; AID 624168, 2012; activation, % at 10 µM; 360,000 compounds, 0.22% hits; alpha-DG glycosylation AlphaScreen (IIH6); 0% Pro5, 100% B10-LARGE cell signal;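 active = activation of at least 8% versus controls, or a plate z-score of at least 8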;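 also: Pro5 are CHO cells carrying HIG-tagged alpha-DG that lacks glycosylation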
MITF TRPM1 inh = inhibitors of MITF-dependent TRPM1 promoter reporter, primary screen, cell-based, SK-MEL-5, single point, luciferase | SK-MEL-5 TRPM1 promoter luciferase, 24 h | inhibition, % at 12.5 µM | AID 488899, 2010 | 330,000 compounds, 0.83% hits;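 active = mean inhibition across replicates of 60% or more, whatever share of single replicates reaches that level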; also: values of inactives mirror those of a sister screen read the other way
KKLEB tox = cytotoxicity in KKLEB CF airway cells, primary screen, cytotoxicity control for CF NF-kB inhibitor project, cell-based, uHTS, fluorescence assay plates. activity change (cytotoxicity), % at 5 µM. KKLEB CF airway cells viability, ATPlite luminescence, overnight; stronger effect = lower value; cells stimulated with P. aeruginosa culture filtrate. 360,000 compounds, 0.36% hits;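 active = corrected activity change at or below -50% at 5 µM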
Peg3 prom inh = Peg3 promoter-driven luciferase inhibitors, primary screen, cell-based, HeLa, luciferase luminescence. inhibition, % at 20 µM. AID 588405, 2011. 360,000 compounds, 1.7% hits. HeLa PEG-Prom luciferase reporter, overnight;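 active = inhibition of at least 50% at 20 µM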
The depositor's hits bear a star; nt = not tested or not shown.

SMILES	hiPSC survival	TWEAK Fn14 block	NR2E3 ag-1	CF NFkB block	NR2E3 ag-2	Shn3 inh set2	HIF-2a block	aDG glyco up	MITF TRPM1 inh	KKLEB tox	Peg3 prom inh
O=C(CN(Cc1ccc(F)cc1)C(=O)CCC(=O)Nc1ccccn1)NCCc1ccccc1	0.4	30	1	-4	-14	-15	0	0.1	-6	-7	-4
CSc1nc2ccc3nc(NC(=O)c4ccc(C)cc4)sc3c2s1	0.1	-17	0	0	-10	12	-55	-0.3	1	-5	-18
COc1cc(NC(=O)COC(=O)c2cc(S(=O)(=O)N3CCCCC3)ccc2Cl)c(C)cc1[N+](=O)[O-]	0.0	-13	-1	3	-2	-17	21	0.0	3	1	14
CC(=O)c1c(C)[nH]c(C(=O)NCc2ccccc2F)c1C	-0.2	54*	4	4	-10	6	-26	-0.2	-1	4	-2
COc1ccc(CN2[C@@H](CC(C)=O)c3cc(C(F)(F)F)ccc3S2(=O)=O)cc1	11	3	2	-16	15	21	6	1.1	-1	-1	-4
Cc1cc(C(=O)Cn2nnc3ccccc3c2=O)c(C)n1Cc1cccs1	-3.3	-9	-1	0	-113	-17	-72	-0.1	4	-30	-128
Cc1cccc(-n2ccnc2SCC(=O)Nc2nccs2)c1C	-0.5	5	-2	-1	24	17	0	0.0	-2	-8	-12
CN(C)c1ccc(NC(=O)c2ccc3c(c2)nnn3C)cc1	-2.7	-11	-6	-5	-41	-19	-90	0.6	-38	3	-162
CCCCC[C@@H](C)N1C[C@H](COCc2ccccc2)Oc2cc(N3CC[C@@H](O)C3)ccc2S1(=O)=O	-0.1	13	nt	nt	-7	nt	7	0.7	nt	nt	nt
COc1ccc(C2/C=C\CN(C(=O)c3ccccc3)[C@H](Cc3ccccc3)C(=O)N2Cc2ccc(F)cc2)cc1 (stereo partly drawn)	-1.9	20	-4	15	-4	30	9	0.1	-2	-6	8

Exported with two lines to a compound: nine of the compounds above.
Values run as follows: hiPSC survival | TWEAK Fn14 block | NR2E3 ag-1 | CF NFkB block | NR2E3 ag-2 | Shn3 inh set2 | HIF-2a block | aDG glyco up | MITF TRPM1 inh | KKLEB tox | Peg3 prom inh
> CSc1nc2ccc3nc(NC(=O)c4ccc(C)cc4)sc3c2s1
→ 0.1 | -17 | 0 | 0 | -10 | 12 | -55 | -0.3 | 1 | -5 | -18
> COc1cc(NC(=O)COC(=O)c2cc(S(=O)(=O)N3CCCCC3)ccc2Cl)c(C)cc1[N+](=O)[O-]
→ 0.0 | -13 | -1 | 3 | -2 | -17 | 21 | 0.0 | 3 | 1 | 14
> CC(=O)c1c(C)[nH]c(C(=O)NCc2ccccc2F)c1C
→ -0.2 | 54* | 4 | 4 | -10 | 6 | -26 | -0.2 | -1 | 4 | -2
> COc1ccc(CN2[C@@H](CC(C)=O)c3cc(C(F)(F)F)ccc3S2(=O)=O)cc1
→ 11 | 3 | 2 | -16 | 15 | 21 | 6 | 1.1 | -1 | -1 | -4
> Cc1cc(C(=O)Cn2nnc3ccccc3c2=O)c(C)n1Cc1cccs1
→ -3.3 | -9 | -1 | 0 | -113 | -17 | -72 | -0.1 | 4 | -30 | -128
> Cc1cccc(-n2ccnc2SCC(=O)Nc2nccs2)c1C
→ -0.5 | 5 | -2 | -1 | 24 | 17 | 0 | 0.0 | -2 | -8 | -12
> CN(C)c1ccc(NC(=O)c2ccc3c(c2)nnn3C)cc1
→ -2.7 | -11 | -6 | -5 | -41 | -19 | -90 | 0.6 | -38 | 3 | -162
> CCCCC[C@@H](C)N1C[C@H](COCc2ccccc2)Oc2cc(N3CC[C@@H](O)C3)ccc2S1(=O)=O
→ -0.1 | 13 | nt | nt | -7 | nt | 7 | 0.7 | nt | nt | nt
> COc1ccc(C2/C=C\CN(C(=O)c3ccccc3)[C@H](Cc3ccccc3)C(=O)N2Cc2ccc(F)cc2)cc1 (stereo partly drawn)
→ -1.9 | 20 | -4 | 15 | -4 | 30 | 9 | 0.1 | -2 | -6 | 8

Later entries
SMILES	hiPSC survival	TWEAK Fn14 block	NR2E3 ag-1	CF NFkB block	NR2E3 ag-2	Shn3 inh set2	HIF-2a block	aDG glyco up	MITF TRPM1 inh	KKLEB tox	Peg3 prom inh
O=C(NC1CC1)C1CCN(c2nc3ccccc3s2)CC1	0.6	9	0	-1	-41	-53	-161	-0.1	-34	5	-128
CCCCN(C)CCCNC(=O)c1cccc(N2CCCC2=O)c1	-2.8	4	-2	4	2	-1	22	0.0	12	-2	10
CCNS(=O)(=O)c1c(C)cc(N2CCCC2=O)cc1C	-0.6	15	-3	-1	15	11	4	0.3	10	3	4
CC1Nc2ccc(C(=O)NC3CCCCC3)cc2NC1=O (stereo not drawn)	0.6	-3	4	3	7	-16	-9	-0.2	-13	-5	-7
O=Cc1cccc(OC(=O)Nc2ccccc2)c1	-0.4	-16	-3	-6	-22	16	-39	-0.1	nt	-7	-29
c1nc(N2CCOCC2)c2[nH]cnc2n1	0.7	0	0	-4	9	-3	3	-0.3	1	4	0
Cc1ccc2c(c1)C1C=CCC1C(C(=O)NCCCN1CCOCC1)N2 (stereo not drawn)	1.1	5	0	8	-26	-9	11	-0.1	5	-3	-18
COc1ccc(O)c(/C=N/NC(=S)Nc2cccnc2)c1	-0.1	-17	1	-1	-14	84	-106	0.7	-2	0	-40
Cc1nnc(SCCn2c(N3CCN(Cc4ccccc4)CC3)nc3c2c(=O)[nH]c(=O)n3C)s1	2.9	-34	0	10	-10	-6	7	0.0	-9	-5	-2
Cc1cc(Br)ccc1SCC(=O)OCC(=O)Nc1ccccc1C#N	-0.6	-3	3	-2	-16	-23	0	0.2	6	-13	4
O=C(COC(=O)c1ccc(OC(F)F)cc1)NCCC1=CCCCC1	0.2	2	2	11	16	-9	7	-0.1	1	-4	-5
CC(Sc1nnnn1C)C(=O)Nc1ncc(Cl)cc1Cl (stereo not drawn)	-0.4	-2	2	20	-31	0	9	-0.1	-9	3	1
CC(NC(=O)c1cccnc1)C(c1ccccc1)N1CCN(C)CC1 (stereo not drawn)	0.0	4	1	-2	1	7	4	0.1	4	9	14
COc1ccc(Cc2nc3ccc(C(=O)N4CCCN(C=O)CC4)cc3o2)cc1	0.0	3	-6	-2	-15	-12	-11	-0.2	1	-11	-4
CC(=O)Nc1ccc(NC(=O)CSc2nnc(-c3ccc(NS(C)(=O)=O)cc3)n2C)cc1C	1.4	3	-2	-8	-3	-9	15	-0.2	14	-5	14
CCCN(C(=O)CCOc1ccc(C(C)(C)C)cc1)c1c(N)n(Cc2ccccc2)c(=O)[nH]c1=O	0.4	5	2	19	-18	19	12	0.0	8	-9	27
O=C(COC(=O)COc1ccc(Br)cc1)Nc1cccnc1Cl	-1.2	-1	2	-6	-32	-20	13	-0.4	-7	20	-5
COc1ccc(C2=NOC(Cn3nc(C(=O)NCc4cccs4)cc3-c3ccccc3)C2)cc1 (stereo not drawn)	-0.3	3	3	12	-5	4	11	-0.3	-8	-4	29
c1ccc(CCN2CCN(c3ncnc4c3cnn4-c3ccccc3)CC2)cc1	-0.5	23	-3	3	-22	-2	-57	0.4	-2	-4	-32
Cc1cc(C(=O)N/N=C\c2ccc(COc3ccc([N+](=O)[O-])cc3)o2)ccc1[N+](=O)[O-]	-4.4	34	1	14	-14	12	10	0.1	1	-22	19

Two compounds from above, limited to CF NFkB block.
structure,CF NFkB block
CC(NC(=O)c1cccnc1)C(c1ccccc1)N1CCN(C)CC1 (stereo not drawn),-2
COc1ccc(Cc2nc3ccc(C(=O)N4CCCN(C=O)CC4)cc3o2)cc1,-2

The results go on.
SMILES	hiPSC survival	TWEAK Fn14 block	NR2E3 ag-1	CF NFkB block	NR2E3 ag-2	Shn3 inh set2	HIF-2a block	aDG glyco up	MITF TRPM1 inh	KKLEB tox	Peg3 prom inh
CC1=C(C(=O)N2CCOCC2)CC(CC(=O)NCc2cccs2)C(=O)N1Cc1ccccc1 (stereo not drawn)	-1.0	4	nt	-4	-14	-24	1	0.2	nt	-2	9
CCCCn1c(NCc2ccc3c(c2)OCO3)nc2ccccc21	0.2	-9	-3	11	-6	7	-37	0.2	3	-4	-5
Cc1cc(C)n2ncc(C(=O)NCc3ccccc3)c2n1	4.0	-20	-1	17	-8	-7	3	-0.2	-16	3	5
COc1cccc(CN(C(=O)c2cccc(OC)c2)C2CCS(=O)(=O)C2)c1 (stereo not drawn)	-0.5	4	-3	-37	-20	38	5	1.9	-11	33	6
Cc1ccccc1NC(=S)N1CCOCC1	-0.2	0	9	14	14	-1	5	0.5	5	0	4
O=C(Nc1cc(C(F)(F)F)ccc1N1CCCCC1)c1ccco1	1.2	10	4	16	-9	-3	9	0.0	-12	8	1
O=C(O)CSc1ncnc2c1sc1nc(-c3ccccc3)c3c(c12)CCC3	0.4	-2	3	2	7	-46	-31	-0.1	-5	14	-38
O=C(c1ccc(Cl)c(NC2=NC3CS(=O)(=O)CC3S2)c1)N1CCN(c2ccc(F)cc2)CC1 (stereo not drawn)	-0.4	-10	2	-19	20	-20	3	-0.8	6	-12	-3
CCC(C)n1c(=S)[nH]c2c(sc3ccc([N+](=O)[O-])cc32)c1=O (stereo not drawn)	1.9	23	-3	54*	-1	18	4	0.5	12	-50	10
Cc1ccc(NC(=O)Cc2n[nH]c(=S)n2C)cc1	-0.2	-2	2	-15	-24	-1	8	-0.3	2	8	13
O=C(NC1CCCN(c2ccc(C(F)(F)F)cn2)C1)c1ccncc1 (stereo not drawn)	-0.4	15	0	-46	5	-8	6	0.5	-2	2	4
Cn1c(COc2ccccc2)nnc1SCC(=O)NC1CCCC1	-0.3	5	0	-7	2	7	18	0.1	-4	7	0
Cn1c(=O)n(C)c2cc(NC(=O)COc3ccccc3)ccc21	0.9	-2	5	-9	-29	1	11	0.0	-10	-16	1
CN(C)c1ccc(C=NN2CCCCCC2)cc1	-1.9	-4	nt	3	8	-76	-268	0.2	-59	12	-323
COc1cc(-c2nc(S(=O)(=O)c3ccc(C)cc3)c(N3CCOCC3)o2)cc(OC)c1OC	0.9	34	-5	-2	-1	3	0	0.4	7	-6	19
Cc1cc(C)cc(-n2c(N)c(C(=O)Nc3c(C)n(C)n(-c4ccccc4)c3=O)c3nc4ccccc4nc32)c1	2.0	22	-3	14	-27	14	-7	0.0	-1	-45	91*
COCC(C)n1c(C)cc(C(=O)COC(=O)C2=NN(c3ccccc3)C(=O)CC2)c1C (stereo not drawn)	-0.5	-19	0	3	-1	14	23	0.0	17	-7	-6

This is a random part of the collection; any-hit rate near 4.4%.
